From PubChem BioAssay
V1R ag counter = agonists of human V1a receptor, primary screen, counter-screen for OXTR agonist project, fluorescence, CHO-V1R cells; Vasopressin V1a receptor (Homo sapiens), P37288; Fluo-8 calcium fluorescence, agonist mode; 0% DMSO, 100% 3 nM vasopressin; activation, % at 3 µM; 320,000 tested, 0.25% active; AID 2797, 2010;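 active means activation above the mean activation of all tested compounds plus 3 SD, per screening run, cut at about 20% in these data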;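 further: signal is peak over basal fluorescence ratio across a 100 second FLIPR read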
OXTR potentiator = human OXTR potentiators, primary screen, fluorescence, CHO-OTR cells, Fluo-8 calcium | Oxytocin receptor (Homo sapiens), P30559 | Fluo-8 calcium fluorescence, potentiator mode; 0% = oxytocin EC15, 100% = EC100 | activation, % at 3 µM | 320,000 tested, 0.061% active;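 active means activation above that plate's cutoff, the mean activation of tested compounds plus 3 SD, cut at about 6.6% in these data, passing the limit was not always enough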;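 further: 100% uses oxytocin at 75 nM as the full agonist control; some results filed as inactive read as strong as hits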
Target sequence (P30559 whole entry, looked up): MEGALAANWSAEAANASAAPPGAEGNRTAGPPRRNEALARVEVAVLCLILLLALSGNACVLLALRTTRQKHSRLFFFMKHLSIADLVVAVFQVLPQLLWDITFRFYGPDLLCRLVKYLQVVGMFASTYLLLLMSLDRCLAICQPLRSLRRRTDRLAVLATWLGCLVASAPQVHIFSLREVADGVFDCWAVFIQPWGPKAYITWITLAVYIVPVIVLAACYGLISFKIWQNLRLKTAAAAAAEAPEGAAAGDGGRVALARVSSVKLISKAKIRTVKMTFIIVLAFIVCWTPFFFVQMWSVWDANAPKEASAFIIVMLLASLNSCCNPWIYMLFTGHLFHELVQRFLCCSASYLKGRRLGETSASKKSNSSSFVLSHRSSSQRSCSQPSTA
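Assay system: CHO-OTR cells, human receptor / Also added: oxytocin at about EC15, sub-maximal agonist stimulus / Dosing: single dose, 3.0 µM nominal final compound concentration / Incubation: 6 min pre-incubation, 100 s read / Technique: Fluo-8 calcium dye fluorescence / Read-out: % activation vs EC15 and EC100 oxytocin / Benchmarks: EC15 oxytocin low, 75 nM oxytocin high / Replicates: singlicate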
CHO-K1 Ca antag = nonselective inhibitor or artifact in parental CHO-K1 cells; ATP-induced calcium, Fluo-8 fluorescence; inhibition, % at 3 µM; 360,000 tested, 0.6% active; AID 602250;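 active means inhibition above a per-plate cutoff, the plate's mean sample inhibition plus 3 SD, cut at about 24% in these data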;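 further: 0% = DMSO plus EC80 ATP and 100% = DMSO alone without ATP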
CHO-K1 Ca PAM = nonselective calcium activators in parental CHO-K1 cells, primary screen, counter-screen for M1 PAM project, cell-based, Fluo-8 calcium fluorescence, full deck, 1536-well. AID 602247, 2012. ATP EC20; 0% at ATP EC20, 100% at ATP max. activation, % at 3 µM. 360,000 tested, 0.02% active;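 active means activation above the run cutoff, the mean activation of all test compounds plus 3 SD, cut at about 40% in these data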;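 further: peak over basal fluorescence ratio in a 140 s read after ATP addition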
CHO parental Ca = ATP-evoked calcium signal inhibitors, parental CHO, primary screen, counter-screen for OX1R antagonist project, cell-based, fluorescence, Fluo-8 calcium dye; parental CHO-K1, ATP-induced calcium, Fluo-8 fluorescence; inhibition, % at 5.6 µM; 330,000 tested, 0.63% active;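 active means inhibition above that plate's mean sample inhibition plus 3 SD, cut at about 26% in these data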;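 further: 0% = ATP-challenged DMSO wells and 100% = DMSO wells without ATP; some compounds past the cut are filed as inactive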
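Assay system: parental CHO cells; Read-out basis: percent inhibition of ATP-evoked calcium rise, normalized to controls; Benchmarks: ATP and no-ATP DMSO wells; Compound dosing: single nominal dose of 5.6 µM per compound; Signal: Fluo-8 calcium dye fluorescence; Also added: ATP as calcium-mobilizing challenge; Repeats: singlicate.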
TAAR1 agonist = human TAAR1 agonists, primary screen, Fluo-8 calcium fluorescence, CHO RD-HGA16 cells. Trace amine-associated receptor 1 (Homo sapiens), Q96RJ0. vehicle wells 0%, saturating PEA agonist 100%. activation, % at 3 µM. 360,000 tested, 0.99% active. AID 624467, 2012;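 active means activation above the mean activation of all test compounds in the run plus 3 SD, cut at about 38% in these data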
Target sequence (Q96RJ0 whole entry, looked up): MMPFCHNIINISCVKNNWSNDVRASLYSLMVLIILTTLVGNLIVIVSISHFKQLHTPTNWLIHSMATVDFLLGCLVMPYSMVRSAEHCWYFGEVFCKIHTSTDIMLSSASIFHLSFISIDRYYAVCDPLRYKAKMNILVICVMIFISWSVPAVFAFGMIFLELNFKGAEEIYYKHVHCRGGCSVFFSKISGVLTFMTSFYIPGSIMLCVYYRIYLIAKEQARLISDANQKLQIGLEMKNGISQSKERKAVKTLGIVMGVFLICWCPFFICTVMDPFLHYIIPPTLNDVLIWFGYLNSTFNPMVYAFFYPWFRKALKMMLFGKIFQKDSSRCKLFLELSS
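Assay system: CHO-derived RD-HGA16 cells with stable Gα16 and human TAAR1; timing: 17-24 h seeding, 75 min 37 °C dye, 30 min RT; read-out: % activation from peak over basal fluorescence ratio, DMSO-to-PEA scaled; measured by: kinetic Fluo-8 calcium fluorescence; benchmarks: low control DMSO, high control PEA (EC100); doses: 3 µM single concentration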
TAAR1 antag = human TAAR1 antagonists, primary screen, Fluo-8 calcium fluorescence, CHO RD-HGA16 cells; Trace amine-associated receptor 1 (Homo sapiens), Q96RJ0; antagonist; inhibition, % at 3 µM; 360,000 tested, 1.5% active;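 active means inhibition above a per-plate cutoff, the mean inhibition of test compounds on that plate plus 3 SD, cut at about 49% in these data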;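 further: 0% = DMSO plus EC80 beta-PEA response and 100% = DMSO alone without agonist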
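Assay system: RD-HGA16 CHO cells with stable hTAAR1 and Gα16 / Reagent: EC80 β-phenethylamine stimulus / Doses: 3 µM, single point / Timing: dye loading 75 min at 37 °C, then 30 min room temperature / Measured by: Fluo-8 intracellular calcium dye fluorescence, real-time kinetic reads / Controls: vehicle wells and EC80 agonist wells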
M1 ag parental = counter-screen for M1 agonists: effect in parental CHO-K1 cells; activation, % at 3 µM; Fluo-8 calcium fluorescence; scaled to maximal ATP response, vehicle zero; AID 602248, 2012; 360,000 tested, 0.48% active; in the data active means activation above about 15%;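 further: untransfected CHO-K1 host cells lacking M1 receptor as counterscreen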
CHRM1 agonist = human M1 muscarinic receptor agonists, primary screen, Fluo-8 calcium fluorescence, CHO-K1 cells, HTS. AID 588814, 2011. activation, % at 3 µM. 360,000 tested, 0.33% active. CHO-K1 hM1, agonist mode; 0% DMSO, 100% acetylcholine EC100. Muscarinic acetylcholine receptor M1 (Homo sapiens), P11229;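 active means activation above the run's mean compound activation plus 3 SD, cut at about 16% in these data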;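 further: peak over basal fluorescence ratio within a 140 s kinetic read after compound addition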
* marks the source's active call; other numbers are inactive results; · = not tested or not shown.

SMILES	V1R ag counter	OXTR potentiator	CHO-K1 Ca antag	CHO-K1 Ca PAM	CHO parental Ca	TAAR1 agonist	TAAR1 antag	M1 ag parental	CHRM1 agonist
COc1ccc(NC(=O)C2CCCN2S(=O)(=O)c2ccc3c(c2)CCC(=O)N3)c(OC)c1 (configuration not stated)	-0.4	4	-3	6	-15	2	-23	-0.1	-2
COC(=O)[C@H](CCSC)NC(=O)Nc1cccc(Br)c1	0.7	3	-4	15	-3	1	-41	0.8	-1
CCOC(=O)C1(Cc2cccc(Cl)c2)CCCN(C(=O)c2cc(C)[nH]n2)C1 (configuration not stated)	0.1	9	-2	7	-17	2	-11	2.0	-1
CCCOc1ccc(NC(=O)C2CC(=O)N/C(=N/N=C(C)/C=C/c3ccc(N(C)C)cc3)S2)cc1 (configuration not stated)	2.7	-8	-1	16	0	4	-3	1.0	-6
CC(OC(=O)c1cccc(N(C)C)c1)C(=O)N1CCc2ccccc2C1 (configuration not stated)	-1.2	-5	-6	8	-29	-1	-22	-0.1	-4
CCN1C(=O)C(NC(C)=O)c2cc(Br)ccc21 (configuration not stated)	-0.1	-14	-6	20	-15	9	3	0.8	-4
CC(C)(C)C(=O)Nc1c2c(nc3c1CCC3)CCCC2	0.2	-5	7	-4	-25	0	1	-0.4	-4
COC(=O)N/N=C/c1cc(Br)ccc1O	1.1	-6	-1	1	-9	8	-14	0.1	-3
CC1(C)C(=O)Nc2ccccc2N1C(=O)COc1ccccc1C#N	-1.2	0	-11	3	-20	1	6	-0.3	-4
O=c1oc2ccccc2n1Cc1ccccc1	-0.7	0	-2	7	-21	6	-11	-0.5	-8
CN(Cc1ccccc1)S(=O)(=O)c1ccc(Cl)c(C(=O)NCCCN2CCOCC2)c1	1.7	0	-13	31	-15	3	-19	2.9	-7
CC(=O)N1CCCC1(C(=O)O)c1ccccc1 (configuration not stated)	-0.2	-3	-11	10	12	3	-1	0.6	-3
Cc1[nH]c2ccccc2c1/C=N/Nc1nc(Nc2ccccc2)nc(N2CCOCC2)n1	-0.3	-14	-20	10	-17	13	24	1.4	-4
O=C(CSc1nc2cccnc2n1Cc1ccccc1)NCc1ccco1	0.3	-4	-13	24	-13	1	3	0.9	-6
Nc1ncnc2c1ncn2CCOc1ccccc1	1.0	-2	4	-6	4	13	-7	-0.3	-1
Cc1cccc(C(=O)NCc2ccco2)c1	-0.1	-9	-8	19	-12	2	5	0.5	-2
O=C(NCCc1ccccc1)C1CCN(c2ncccn2)CC1	0.8	-5	-8	-3	-18	7	-22	0.5	-4
O=[N+]([O-])c1ccccc1CCc1cnc(Cl)s1	-1.0	-15	-3	1	-5	4	-10	0.1	-5
O=C(N[C@@H]1C/C=C\C[C@@H](CC(=O)N(CCO)Cc2ccccc2)C(=O)NCCOC1=O)OCC1c2ccccc2-c2ccccc21	-0.6	-5	12	-3	-17	·	·	-0.5	-6
CC(=O)c1ccc(NC(=O)CNC2CCCCC2)cc1	3.0	-6	1	2	-9	12	5	20*	-8
Cc1ccc(O)c(C(=O)c2cc(C#N)c(=O)n(CC3CCCO3)c2)c1 (configuration not stated)	-0.6	-3	5	4	-27	6	-7	2.1	-2
CC1=C(C(N)=O)C(c2ccccn2)n2nc(SCc3ccccc3)nc2N1 (configuration not stated)	0.4	-5	-8	4	-11	2	-6	0.0	-3
Cc1ccc2[nH]cc(C(=O)CN3CCN(C)CC3)c2c1	0.8	-2	-15	19	-2	2	9	5.7	-5
CN(C)CCCNc1ccc(S(N)(=O)=O)cc1[N+](=O)[O-]	0.0	1	-8	18	-4	7	4	0.2	-13
CCOC(=O)C1=CN(Cc2ccc(Br)cc2)S(=O)(=O)NC1C (configuration not stated)	·	·	-4	16	-13	13	49*	4.1	7
CCOC(=O)c1cnc2c(cnn2C)c1Cl	0.7	6	-2	-14	-4	-1	-18	-0.4	-2
CSc1ncccc1C(=O)OCC(=O)Nc1ccc2c(c1)OCO2	0.0	-1	7	-16	-3	6	9	0.2	-1
COc1ccc2c(c1OC)C(=O)OC2c1c(O)nc(SC)n(-c2ccccc2)c1=O (configuration not stated)	0.2	-10	-1	-2	3	8	-11	0.2	-2
CC1CN(C(=O)COC(=O)Cc2c(Cl)cccc2Cl)CC(C)O1 (configuration not stated)	1.5	-2	-22	13	-13	2	-23	0.6	-3
Cc1ccccc1N(CC(=O)N/N=C/c1cc(C)n(-c2ccccc2C)c1C)S(C)(=O)=O	-0.6	-19	-13	12	-25	6	11	0.2	-5
CC(C)CCn1c(O)c(N=NC(=O)c2ccco2)c2ccccc21	-1.9	-4	-9	26	-37	6	-5	3.3	-5
Clc1ccc(C2Nc3ccccc3-n3cccc32)cc1 (configuration not stated)	-1.2	-3	9	13	-18	-2	-15	0.6	-5
Nc1nc(-c2ccccc2)nn1C(=O)Cc1ccccc1	0.4	-4	-11	8	-7	10	13	0.0	-3
COc1ccccc1S(=O)(=O)Cc1ccc(C(=O)NC2CCCCCC2)o1	0.4	-5	-13	10	-26	7	-24	1.8	-3
CC(C)c1ccc(NC2(C#N)C(=O)Nc3ccccc32)cc1 (configuration not stated)	0.0	-20	-2	18	-13	3	-7	2.0	-2
CCN(CC(=O)NCc1ccc(Cl)cc1)C(=O)Cc1ccccc1[N+](=O)[O-]	·	·	-6	13	·	3	-11	0.7	-3
O=c1ccc(N=Nc2ccccc2)ccc1O	-1.6	-9	-7	0	7	2	6	-2.2	-1
N#CCC(=O)Nc1ccc(C(=O)OCC(=O)N=c2sccn2Cc2ccccc2Cl)cc1	1.6	-5	-3	7	1	8	26	8.8	-2
CCCc1cc(=O)[nH]c(SCC(=O)N(CC(C)C)C2CCS(=O)(=O)C2)n1 (configuration not stated)	-0.3	-6	-18	14	0	14	2	0.6	-2
O=C(CSc1nc(=O)n(CCCN2CCOCC2)c2c1CCC2)Nc1ccc(F)cc1	0.1	6	5	1	-12	-1	5	3.6	-8
Cc1cc(C)c2nc3sc(C(=O)N4CCOCC4)c(N)c3cc2c1	5.4	-1	-1	-1	-10	-1	13	1.8	-1
CCOC(=O)N1CCN(C(=O)CSC2=NS(=O)(=O)c3ccccc3N2)CC1	0.1	1	-11	8	-5	3	-62	0.8	4
CCOc1nc(Nc2ccc([N+](=O)[O-])cc2)nc(NC(C)(C)C)n1	-0.1	-11	-8	-1	-10	-1	-11	-0.1	-12
Cn1c(N)c(C(=O)CSc2nn(-c3ccc(F)cc3)c(=S)s2)c(=O)n(C)c1=O	2.2	-9	-8	-4	-11	29	-5	1.0	-4
COc1ccc(Cl)cc1C(=O)NNC(=O)c1cccnc1	0.1	2	-13	11	0	2	-8	0.2	0
CC1Cc2ccccc2N1C(=O)CSC1=NCCS1 (configuration not stated)	-0.6	-1	-17	3	-15	5	-4	0.9	0
COC(=O)c1ccccc1NC(=S)N(Cc1ccc2c(c1)OCO2)Cc1cc2cc(OC)ccc2[nH]c1=O	1.4	-1	-4	5	-17	3	53*	1.7	-6
CN(C(=O)COC(=O)c1n[nH]c(=O)c2ccccc12)c1ccccc1	-0.3	0	-16	18	-10	2	-11	0.3	-2
CC(C)c1onc(C(=O)N2CCCCC2)c1[N+](=O)[O-]	1.3	-6	-13	20	0	-2	-6	0.2	-5
COc1ccc(NC(=O)CN(C)C(=O)C(C)Oc2ccc(Br)cc2)cc1 (configuration not stated)	-0.5	-12	-2	5	-13	5	-7	1.0	-1
O=C1CCc2cc(Br)ccc2O1	·	·	-11	23	·	3	-6	0.7	-2
CC(=O)c1cccc(NC(=O)C(C)OC(=O)CCCN=C2NS(=O)(=O)c3ccccc32)c1 (configuration not stated)	0.1	6	4	4	8	4	-22	-0.1	-2
CCCCCn1c(CN2CCN(C(=O)OCC)CC2)nc2c1c(=O)[nH]c(=O)n2C	-0.9	-7	0	-14	-10	5	-8	1.1	-13
CCOc1cc(/C=C/c2cc(C(=O)O)c3ccccc3n2)ccc1OC	0.3	-9	-4	4	-4	0	11	-0.3	-3
Cc1onc(-c2ccccc2)c1C(=O)Nc1ccc(N2CCOCC2)cc1	-0.5	-9	-5	23	-5	3	-1	0.9	-5
CCOc1ccc(N2C(=O)/C(=C/c3ccccc3OCC(=O)OC)N(CC(=O)OC)C2=S)cc1	0.7	-11	7	-10	-14	1	-29	0.2	-8
CCOC1=C2CN(S(=O)(=O)c3ccc(C)cc3)[C@H](c3cccc4ccccc34)C[C@H]2[C@H]2C(=O)N(c3ccccc3)C(=O)[C@H]2C1	·	·	-10	13	·	3	2	1.9	0
COc1ccccc1NC(=O)CN1CCN(CC(=O)Nc2ccccc2Cl)CC1	1.1	-12	18	-20	-5	3	-4	-0.1	-3
CC1(C)SC2c3ccccc3C(=O)N2[C@@H]1C(=O)NCc1ccco1 (some centres not stated)	-1.6	-6	-5	7	-20	0	-2	0.1	-5
Cc1ccc(CCNC(=O)C23CN(Cc4ccccc4)CC2C(c2ccc([N+](=O)[O-])cc2)=NO3)cc1 (configuration not stated)	0.6	-6	-6	17	-10	2	8	2.1	-3
Nc1ccccc1Sc1ccc(C(F)(F)F)cc1[N+](=O)[O-]	-0.7	4	-7	2	-7	-2	-12	0.0	-6
O=C(CN1C(=O)S/C(=C/c2ccncc2)C1=O)N1CCOCC1	2.9	2	-12	19	2	2	-26	3.2	-1
CCn1cc(S(=O)(=O)N2CCN(c3ccc(Cl)cc3)CC2)cn1	4.1	-9	9	-22	-7	-1	-12	1.1	-1
